mHTT-CaM PPI inh: inhibitors of human mutant huntingtin-calmodulin interaction; P42858; AlphaScreen His-mHTT/GST-CaM binding, luminescence; inhibition, % at 15 µM; actives 3.6% (n = 190,000); AID 1671202;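 further: 0% = both proteins with DMSO and 100% = one protein alone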
Pf apPOL block: Pf-apPOL DNA polymerase inhibition; Recombinant Pf-apPOL, molecular beacon fluorescence, 1.5 h; AID 1794808; inhibition, % at 10 µM; actives 0.25% (n = 210,000)
Starred values were filed as active, the others as inactive; nt = not tested or not shown; & = joins results of further samples. No stated cut-off is given here; in the data, active means inhibition above about 50%; inactive means the rest.

SMILES | mHTT-CaM PPI inh | Pf apPOL block
Cc1sc(NC(=O)c2ccco2)c(C(c2cccnc2)N2CCN(c3ccccn3)CC2)c1C (stereo not drawn) | 100* | -6
COc1ccc(-c2cc(C(=O)NCc3ccco3)c3ccccc3n2)cc1OC | 24 | -4
O=[N+]([O-])c1cccc(C2=Nn3c(nnc3-c3ccc(Br)cc3)SC2)c1 | 4 | -4
CCCNC(=O)CC1CCN(C(=O)c2sc(-c3ccc(F)cc3)nc2C)CC1 | 6 | -7
COc1ccc(Nc2nc(-c3cccnc3)nc3ccccc23)cc1 | 54* | -3
CC1(C)CC(NC(=O)CC2CCCCC2)CC(C)(C)N1 | 0 | -8
N#CCSc1nnc(NC(=O)c2ccccc2)s1 | nt | -3
CCOC(=O)CCC(=O)NCC1CCN(S(C)(=O)=O)CC1 | -1 | 0
Cc1cccc(-n2c(=O)c3c4c(sc3n3cnnc23)CCCC4)c1 | -1 | -2
COc1cc(C2NC(C(=O)O)CS2)cc(Br)c1O (stereo not drawn) | 4 | -2
O=C(c1cccs1)N1CCN=C1N1CCN(c2ccccc2F)CC1 | 1 | -2
CSc1ccccc1C(=O)N(CCc1cccs1)Cc1ccco1 | -8 | -10
O=C(Sc1nc2ccccc2o1)c1cccc(Cl)c1 | -1 | -4
CCCS(=O)(=O)N1CCc2c(c(-c3nc(C)no3)nn2C)C1 | -1 | -2
Cc1ccc(-c2csc(Nc3ccc(F)cc3)n2)cc1 | 35 | -2
O=C(O)Cc1noc2ccccc12 | nt | -30
COc1ccc(N2C(=O)/C(=C/c3ccc([N+](=O)[O-])cc3)C=C2c2ccccc2)cc1 | 26 | 6
COc1cc(C2Nc3ccccc3NC3=C2C(=O)CC(c2ccc(C)cc2)C3)cc(Cl)c1O (stereo not drawn) | 62* | 13
CC(C)CC(=O)N1CCN(Cc2cccc(Br)c2)CC1 | 8 | -2
O=C1CCC(=O)N1c1ccc(Oc2ccc(Br)cc2)cc1 | -7 | 1
Cc1cc2ccccc2n1CCNC(=O)c1ccccc1F | 10 | 12
COc1ccc(-c2nc3ccc(C)cn3c2NC(=O)C2CCCCC2)cc1OC | 36 | 3
CCn1ncc(NC(=O)c2ccccc2)c(N(C)C)c1=O | -10 | 0
COc1cc2c(cc1OC)CN(Cc1cccs1)CC2 | 3 | 7
O=C(NCC1(CO)CC1)c1ccc(Cl)c(Cl)c1 | -13 | -6
Cc1ccc(NCc2ccc([N+](=O)[O-])cc2)cc1C | 60* | -4
Cc1ccc(CNC(=O)N2CCCC(C)(C(=O)NCc3ccc(C)cc3)C2)cc1 (stereo not drawn) | -2 | -1
Cc1ccc(S(=O)(=O)N2CCC(n3cnc4ccc(F)cc4c3=O)CC2)cc1C | -7 | 4
O=C(Nc1nnc(N=Cc2cccs2)s1)c1ccc([N+](=O)[O-])cc1[N+](=O)[O-] | 3 | -1
Cc1ccc(N=C2C(=O)N(C)c3ccccc32)cc1 | nt | 3
CCn1c(=N)c(C(=O)NC(C)c2ccccc2)cc2c(=O)n3ccccc3nc21 (stereo not drawn) | -1 | -15
CCc1ccc(CNC(=O)C2CCN(S(=O)(=O)N(CC(C)C)CC(C)C)CC2)cc1 | -25 | -12
COc1ccc(OC)c(C=C2Oc3c(ccc4c3CN(Cc3cccnc3)CO4)C2=O)c1 | 8 | -3
CC(=O)N1CCN(c2ccc(NC(=O)c3ccc([N+](=O)[O-])cc3Cl)cc2)CC1 | 2 | -6
O=C(c1ccccc1)N1N=C(C(F)(F)F)CC1(O)c1cccc(Br)c1 (stereo not drawn) | -6 | -6
CC(=O)N1c2ccccc2CCc2ccc(NC(=O)c3ccccc3)cc21 | 16 | 1
Cc1ccc(C(C)C)c(OCC(=O)Nc2nc(C)cc(C)n2)c1 | -4 | -7
CC(C)=C1CCC(C)CC1=NO (stereo not drawn) | nt | -9
Nc1ncnc(N2CCN(CCO)CC2)c1[N+](=O)[O-] | 1 | 2
CCn1cc(C(=O)O)c(=O)c2cc(F)c(N3CCOCC3)cc21 | -7 | 2
CS(=O)(=O)N(Cc1ccc(C(=O)N2CCOCC2)cc1)c1ccccc1 | -3 | 0
CCc1ccc2oc(-c3ccc(NC(=O)c4cc(OC)c(OC)c(OC)c4)cc3)nc2c1 | 3 | -7
CCOC(Cn1c(SCC#N)nc2ccccc2c1=O)OCC | 0 | 8
O=S1(=O)CC(N2CC=CC2)CN1Cc1ccccc1 (stereo not drawn) | -5 | -7
CC(=O)N1CCC(n2c(C)nc(C(=O)Nc3ccc(Cl)cc3)c2C)CC1 | 24 | -9
O=C(NC1CC1)C1CN(C(=O)Nc2ccc(F)cc2F)CC12CCOCC2 (stereo not drawn) | 1 | -1
COC(=O)c1cccn1S(=O)(=O)c1cc(C(F)(F)F)cc(C(F)(F)F)c1 | nt | -3&-4
NC(N)=Nc1nc(-c2ccc(O)c(O)c2)cs1 | 61* | -6
Nc1cc([N+](=O)[O-])cc2c1C=Cc1ccccc1O2 | 17 | nt
CCOC(=O)C(=CNc1cc(C2CC2)nn1C)C(=O)OCC | nt | -8&-6
N#CC1=C2SC3CCCCC3(O)N2C(=O)C(C#N)C12CCCCC2 (stereo not drawn) | -2 | -6
Cc1ccc(-n2c(SCC(=O)Nc3cc(C)cc(C)c3)nc3c(c2=O)SCC3)cc1 | 6 | -7
CCNC(=O)N(C)Cc1ccc(C)s1 | -3 | -4
O=C(O)C(Br)C(Br)c1ccccc1 (stereo not drawn) | 4 | -8
CC(C(=O)Nc1cccc(Cl)c1Cl)N1C(=O)c2ccccc2C1=O (stereo not drawn) | 2 | -2
Cc1ccc(N2C(=O)CC(Sc3ccccn3)C2=O)cc1 (stereo not drawn) | -2 | 8&-1
COc1ccc(CCN2C(=O)CC(Sc3ccccc3C(=O)O)C2=O)cc1OC (stereo not drawn) | 0 | 0
O=c1oc2cc([N+](=O)[O-])ccc2nc1C=C(O)c1ccc(Cl)cc1 | 16 | 0
CCOC(=O)C1CCCN(C(=O)C2CCN(c3ccc(N4CCCCC4)nn3)CC2)C1 (stereo not drawn) | 5 | -2
O=C(NCc1cccnc1)C1CC(=O)N(Cc2ccccc2F)C1 (stereo not drawn) | 0 | -3

4 neighbouring records from above:
SMILES | mHTT-CaM PPI inh | Pf apPOL block
CCNC(=O)N(C)Cc1ccc(C)s1 | -3 | -4
O=C(O)C(Br)C(Br)c1ccccc1 (stereo not drawn) | 4 | -8
CC(C(=O)Nc1cccc(Cl)c1Cl)N1C(=O)c2ccccc2C1=O (stereo not drawn) | 2 | -2
Cc1ccc(N2C(=O)CC(Sc3ccccn3)C2=O)cc1 (stereo not drawn) | -2 | 8&-1

Remaining list, next part:
SMILES | mHTT-CaM PPI inh | Pf apPOL block
Fc1ccccc1C1CC(c2ccc(I)cc2)Nc2ncnn21 (stereo not drawn) | 20 | 3
CC1CCN(C(=O)c2ccc3c(c2)NC(=O)C(N2CCOCC2)S3)CC1 (stereo not drawn) | 0 | -17
O=C(Nc1ccccc1)C(C1CCCC1)N1CCN(C(=O)c2ccccc2F)CC1 (stereo not drawn) | 7 | -2
Cn1cc(C(=O)N2CCC3(CC2)OCCO3)c2ccccc2c1=O | -8 | -12
COCC(=O)N1CCC(CCOc2ccccc2)CC1 | 1 | -5
O=C(NCc1ccc(N2CCCCC2)cc1)C1CCCN(c2cn[nH]c(=O)c2)C1 (stereo not drawn) | 22 | 0
O=C(c1ccc(Cl)cc1)N1CCN(c2ccc([N+](=O)[O-])c(Sc3ccccn3)c2)CC1 | 38 | 0
COC(=O)COc1ccc2c(c1)OC(=Cc1ccccc1Br)C2=O | 3 | 3
COc1ccc2c(=O)c(Oc3ccccc3Br)coc2c1 | -2&3 | -2&-2
COC(=O)c1sccc1Oc1ccc([N+](=O)[O-])cc1 | nt | -13
Cc1cc(C)c(S(=O)(=O)N2CCCC2c2nc(-c3ccccc3)no2)cc1C (stereo not drawn) | -31 | 1
COc1ccc(-c2cn3ccn(-c4ccc(C)cc4C)c(=O)c3n2)cc1 | -6 | -2
CCOc1ccc2c(c1)sc(=NC(=O)Nc1ccc(OC)cc1)n2C | 3 | 2
CC(=O)N(CN1C(=O)C2CC=CCC2C1=O)c1ccccc1 (stereo not drawn) | -6 | 6
COc1ccc(CCNC(=O)c2sc3cc(C)ccc3c2Cl)cc1OC | -1 | -5

An excerpt from above in order of heavy-atom count, descending:
SMILES | mHTT-CaM PPI inh | Pf apPOL block
Cc1ccc(C(C)C)c(OCC(=O)Nc2nc(C)cc(C)n2)c1 | -4 | -7
O=C1CCC(=O)N1c1ccc(Oc2ccc(Br)cc2)cc1 | -7 | 1
O=C(O)C(Br)C(Br)c1ccccc1 (stereo not drawn) | 4 | -8

Back to the main list; the two compounds before the break are reprinted first.
SMILES | mHTT-CaM PPI inh | Pf apPOL block
CC(=O)N(CN1C(=O)C2CC=CCC2C1=O)c1ccccc1 (stereo not drawn) | -6 | 6
COc1ccc(CCNC(=O)c2sc3cc(C)ccc3c2Cl)cc1OC | -1 | -5
CCCC(=O)Nc1ccc2ncnc(N3CCCCC3)c2c1 | 25 | 1
COc1cccc(OCC(=O)Nc2cc(C)on2)c1 | 2 | -4
COc1ccc(CNC(=O)CN2C(=O)NC3(CCCCC3)C2=O)cc1 | -4 | -3
Cc1ccccc1C(=O)NC(Nc1ccccc1F)C(Cl)(Cl)Cl (stereo not drawn) | -16 | 2
O=C(O)CC1Sc2ccccc2NC1=O (stereo not drawn) | 0 | -10
CCOC(=O)Cc1csc(NC(=O)c2cc3ccccc3o2)n1 | -10 | -10
N#Cc1c(NC(=S)Nc2ccccc2)sc2c1CCC2 | 21 | nt
Cc1ccc(C)c(NC(=O)c2cc(C(C)C)n3nccc3n2)c1 | -15 | 3
CN1c2cc(F)ccc2C(=O)NC12CCN(C(=O)Nc1ccc3c(c1)OCO3)CC2 | 5 | -4
CC(C)Cn1c(=O)c(C(=O)Nc2ccccn2)c(O)c2ccccc21 | 17 | 4
FC(F)(F)c1cnc(NN=C2C3CC4CC(C3)CC2C4)c(Cl)c1 | nt | -12
O=C(C1c2ccccc2Oc2ccccc21)N1CCCC1 | -4 | -4
Cc1cccc(N2CCN(C(=O)c3cccs3)CC2)c1C | -9 | -5
Cc1c(NS(=O)(=O)c2cccc3n[se]nc23)c(=O)n(-c2ccccc2)n1C | -4 | 1
CCC(=O)N1c2ccc(S(=O)(=O)NCCCOC)cc2CC1C (stereo not drawn) | 0 | -2
O=C(CN1C(=O)CCC1=O)NCC1(c2cccs2)CC1 | -8 | -3
CC1(C)CC(NC(=O)NC2CC2)CC(C)(CNC(=O)NC2CC2)C1 (stereo not drawn) | -3 | -2
NNC(=O)CCc1ccccc1O | -5 | -6
O=C(ON=C(c1ccc(F)cc1)c1ccc(F)cc1)C(Cl)(Cl)Cl | nt | -2&-8
CCOc1ccc(CNC(=O)CC2CCN(C(=O)c3ccccc3Cl)CC2)cc1OC | 20 | -9
Cc1ccc(N2C(=O)CC(Sc3ncccc3C(=O)O)C2=O)c(Br)c1 (stereo not drawn) | 0 | 3
Cc1ccc2[nH]c(C(=O)NCC3CCCO3)cc2c1 (stereo not drawn) | 3 | -5
Cc1occc1C(=O)NNC(=O)C(F)(F)F | -3 | nt
CC(C)C(=O)N1CCc2nc3cc(-c4ccccc4Cl)[nH]n3c(=O)c2C1 | 58* | 13
O=C(NCc1ccccn1)C1CCCN(c2nccc3sccc23)C1 (stereo not drawn) | 3 | -23
Cn1c(C2CCN(C(=O)c3cc4c(s3)CCCC4)C2)nc2cccnc21 (stereo not drawn) | 16 | 3
Cc1cc(C)cc(CC2CC(=O)N(CCc3ccc4c(c3)OCO4)C2=O)c1 (stereo not drawn) | -3 | 1
O=C(NCCN1CCOCC1)C1CCN(c2ccc(F)cc2F)C1=O (stereo not drawn) | 1 | -3
Cc1ccc(NC(=O)C2(S(=O)(=O)c3ccc(Cl)cc3)CC2)c(Br)c1 | -20 | -8
c1ccc(CN2CCC(N3CCN(Cc4ccco4)CC3)CC2)cc1 | 12 | 1
COc1ccc(C(=O)N2CCC(c3n[nH]c(C)n3)CC2)cn1 | -4 | 4
CC(C)Cc1ccc(C(C)c2nc(-c3ccc(C(F)(F)F)cc3)no2)cc1 (stereo not drawn) | nt | -5
COc1ccccc1CC(=O)Nc1cc(OC)c(NC(=O)c2ccccc2)cc1OC | 20 | -9
C=CCOc1ccc2c(=O)c(Oc3cc(C)ccc3C)coc2c1 | -53 | -1
COc1cc([N+](=O)[O-])cc(C=NCCNC(=O)c2nonc2N)c1O | 4 | 11
Cc1ccc(NC(=O)c2ccccc2Br)cc1Cl | -17 | 0
CCCCN(C)C1CCN(Cc2ccccc2)CC1 | -2 | -6
Cc1cc2n(n1)CCCN2C(=O)CCC(=O)N1CCN(c2ccccn2)CC1 | 6 | 9
Cc1cccc(NC(=O)CSc2nc3ccc(C)cc3[nH]2)c1 | 0 | -7
O=C1Cc2ccc(F)cc2CC1C1=Cc2ccc(F)cc2CC1 (stereo not drawn) | nt | -1
O=C(c1cc(-c2ccccc2)on1)N(Cc1ccccn1)Cc1ccco1 | -5 | -5
CCCCCC12CCC(O)(CC1)CC2O (stereo not drawn) | -2 | -5
O=C(NCc1cccs1)N(Cc1ccsc1)CC(F)(F)F | -14 | -9
CCOC(CCNC(=O)c1cc2cc3ccc(C)cc3nc2s1)OCC | -1 | -8
COc1ccc(-n2ccc3ccccc32)cc1 | -92 | -3

High-throughput results as filed in PubChem.
